Screening results (PubChem)
PDI inh: blocks human protein disulfide isomerase activity. AID 588391. PDI insulin aggregation turbidity, A650, 90 min. hit rate 0.052% among 350,000. inhibition, % at 10 µM. P07237;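 active = mean inhibition across replicates of 30% or more, whatever share of single replicates reach that level; inconclusive = mean inhibition below 30% while every single replicate reaches 30%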;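 note: absorbance from insulin aggregation driven by PDI reduction with DTT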
Target sequence (P07237 whole entry, looked up): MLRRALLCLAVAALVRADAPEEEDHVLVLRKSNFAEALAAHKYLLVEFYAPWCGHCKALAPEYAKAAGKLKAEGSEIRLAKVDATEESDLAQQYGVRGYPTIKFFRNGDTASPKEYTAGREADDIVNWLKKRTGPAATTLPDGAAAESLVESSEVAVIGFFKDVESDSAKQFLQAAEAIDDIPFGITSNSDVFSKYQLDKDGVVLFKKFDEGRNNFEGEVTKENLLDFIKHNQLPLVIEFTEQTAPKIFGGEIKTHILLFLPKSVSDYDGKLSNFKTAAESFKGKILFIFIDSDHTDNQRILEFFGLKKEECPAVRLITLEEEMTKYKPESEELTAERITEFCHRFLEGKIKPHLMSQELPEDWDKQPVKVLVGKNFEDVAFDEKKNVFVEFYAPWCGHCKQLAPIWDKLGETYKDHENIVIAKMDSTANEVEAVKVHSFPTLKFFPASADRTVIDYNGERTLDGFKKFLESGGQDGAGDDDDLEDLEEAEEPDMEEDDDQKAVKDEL
NR2E3 ag-1: NR2E3 (human) agonism | Q9Y5X4 | GST-NR2E3/biotin-RetCOR TR-FRET, 1536-well | inhibition of corepressor binding, % at 4.78 µM | hit rate 0.12% among 320,000 | AID 2300;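 active = percent inhibition above the cutoff of mean plus 3 SD of all tested compounds, set per screening campaign, cut at about 20% in these data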;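 note: 0% = DMSO wells and 100% = biotin wells as full block of FRET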
Target sequence (Q9Y5X4 whole entry, looked up): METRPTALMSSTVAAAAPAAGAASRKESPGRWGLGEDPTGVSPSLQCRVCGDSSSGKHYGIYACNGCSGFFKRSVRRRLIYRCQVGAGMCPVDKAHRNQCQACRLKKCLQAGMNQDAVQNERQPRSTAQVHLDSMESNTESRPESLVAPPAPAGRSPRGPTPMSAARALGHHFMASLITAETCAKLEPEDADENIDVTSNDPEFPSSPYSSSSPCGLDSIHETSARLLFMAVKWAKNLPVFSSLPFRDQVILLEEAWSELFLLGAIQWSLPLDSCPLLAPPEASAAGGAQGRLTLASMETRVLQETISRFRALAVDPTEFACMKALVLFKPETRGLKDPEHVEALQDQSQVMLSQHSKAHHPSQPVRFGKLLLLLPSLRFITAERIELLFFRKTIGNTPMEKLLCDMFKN
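Material: NR2E3–RetCOR corepressor complex | Quantity: 1.35 nM GST-tagged NR2E3 final | Schedule: 5 h at 4 °C | Replication: Singlicate compound wells | Reagent: RetCOR corepressor, biotinylated, 7 nM | Controls: Biotin wells as high control, 0.6% DMSO wells as low control | Signal: TR-FRET, Eu(K)-anti-GST donor, streptavidin-D2 acceptor, ex 340, em 617/671 nm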
Vif imaging: inhibitors of HIV Vif; HEK293T cells, Vif self-association by quenched fluorescence, imaging, 24 h; inhibition, % at 7.49 µM; hit rate 0.35% among 340,000; AID 602346; in the data active = inhibition above about 50%, passing the limit was not always enough; inconclusive = no clear call, values can overlap the other calls; inactive = below about 31%; note: some results filed as inactive read as strong as hits
TRPM1 prom inh: reduces MITF-dependent TRPM1 promoter luciferase signal. SK-MEL-5 TRPM1 promoter luciferase, 24 h. hit rate 0.83% among 330,000. inhibition, % at 12.5 µM;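 active = mean inhibition across replicates of 60% or more, whatever share of single replicates reaches that level; inconclusive = some that reach 60%, reason not given; inactive = mean inhibition across replicates below 60%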; note: values of inactives mirror those of a sister screen read the other way
aDG glyco act: alpha-DG glycosylation activation. hit rate 0.22% among 360,000. Pro5-aDG cells, alpha-DG glycosylation AlphaScreen (IIH6); 0% Pro5, 100% B10-LARGE cell signal. activation, % at 10 µM;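 active = activation of at least 8% versus controls, or a plate z-score of at least 8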;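 note: Pro5 are CHO cells carrying HIG-tagged alpha-DG that lacks glycosylation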
HIF-2a block: inhibitors of HIF-2a. inhibition, % at 18.8 µM. hit rate 0.72% among 360,000. 786-0 RCC cells HIF-2a reporter, luciferase luminescence, overnight;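 active = inhibition of the luminescence signal of 40% or more relative to plate controls, in a single-dose primary screen at 18.75 µM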
Granule exo inh: blocks lytic granule exocytosis; TALL-104 LAMP-1 surface exposure, flow cytometry; cells stimulated with thapsigargin and PMA; inhibition, % at 10 µM; hit rate 0.66% among 360,000; AID 651702;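 active = inhibition above about 55%, limit read from the data; inconclusive = no clear call, values can overlap the other calls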
hiPSC survival: hiPSC single-cell survival enhancement. ATPlite luminescence; 100% = ROCK inhibitor wells, 0% = DMSO. survival enhancement, % at 20 µM. hit rate 0.044% among 360,000. AID 602274; in the data active = survival enhancement above about 18%;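 note: cells exposed to compounds for 16 hours before the ATP read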
Peg3 prom inh: Peg3 promoter activity inhibition; HeLa PEG-Prom luciferase reporter, luminescence, overnight; inhibition, % at 20 µM; hit rate 1.7% among 360,000; AID 588405;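 active = inhibition of at least 50% at 20 µM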
NR2E3 ag-2: agonists of human NR2E3 nuclear receptor. inhibition of corepressor binding, % at 3.98 µM. Q9Y5X4. AID 602229. hit rate 0.35% among 360,000. CHO-S Gal4-NCOR/VP16-NR2E3 two-hybrid, luciferase;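 active = inhibition above the mean of all tested compounds plus 3 SD, cut at about 70% in these data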;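 note: 0% = DMSO with NR2E3 transfected cells and 100% = cells lacking NR2E3 construct; higher means lower luciferase signal from less NR2E3 corepressor binding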
CaV13 ICDI inh: Disruptors of the CACNA1D IQ motif to Ca2+-dependent inactivation inhibitor domain association, primary screening, Förster resonance energy transfer in intact living … | inhibition, % at 12.3 µM | hit rate 0.098% among 340,000 | HEK cells, CFP/YFP FRET ICDI-IQ, plate reader, 10 min; percent FRET-ratio fall versus neutral wells | AID 743397;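 active = mean replicate inhibition of at least 30% and at least 1% of replicates passing that level; inconclusive = only one of the two criteria is met; inactive = neither criterion is met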;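 note: 0% = median of the neutral control wells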
The depositor's hits bear a star; ? = inconclusive; . = no result given. Rows were taken by chance; about 3.5% have a hit in one of these screens.

SMILES | PDI inh | NR2E3 ag-1 | Vif imaging | TRPM1 prom inh | aDG glyco act | HIF-2a block | Granule exo inh | hiPSC survival | Peg3 prom inh | NR2E3 ag-2 | CaV13 ICDI inh
CN(C(=O)COc1ccc(C(C)(C)C)cc1)C1CCS(=O)(=O)C1 (configuration not stated) | -2 | 1 | 7 | 8 | 0.2 | 0 | 4 | -0.1 | 10 | 7 | -9
CC(C)C(=O)Nc1ncc(Cc2ccc(Cl)cc2)s1 | -2 | 4 | -4 | -25 | 0.3 | -70 | -2 | -2.5 | -40 | 5 | -4
Cc1cc(C(=O)NCCN2CCOCC2)c2ccccc2n1 | 1 | . | -2 | 12 | -0.4 | 11 | -3 | 1.2 | -10 | 7 | -5
Cc1cc(C)cc(N(CC(=O)NCC2CCCO2)S(=O)(=O)c2c(C)noc2C)c1 (configuration not stated) | -2 | 1 | -4 | 8 | 0.0 | 5 | -3 | -0.1 | 9 | -33 | 10
Cc1ccc(C)c(NC(=O)C2C3C=CC(O3)C2C(=O)O)c1 (configuration not stated) | 8 | . | -1 | -23 | -0.1 | 16 | 11 | -0.3 | 1 | -26 | -6
CCCCC(=NCCO)C1=C(O)C(C(=O)OC)C(C)(C)CC1=O (configuration not stated) | 0 | 7 | 1 | 0 | 0.0 | -5 | -3 | 3.5 | 6 | 9 | .
Cc1nn(Cc2c(Cl)cccc2Cl)c(C)c1NC(=O)CCCn1nc(C)c([N+](=O)[O-])c1C | 1 | -1 | -13 | 6 | 0.4 | 15 | -2 | 0.4 | 11 | -14 | -2
O=C1C(Br)=C(c2ccccc2)C(c2ccccc2)=C1c1ccccc1 | -6 | . | 0 | 80* | -0.5 | 10 | 106* | -2.9 | 105* | 3 | .
COc1ccc(/C=C/c2nnc(NC(=O)COc3ccccc3)s2)cc1 | -7 | -1 | -4 | 6 | 0.1 | -4 | -4 | 0.7 | 0 | -12 | -5
Cc1ccc(-c2nn(-c3ccccc3)cc2C(=O)NCCCN2CCCC2=O)cc1 | -5 | 1 | -4 | -8 | 0.0 | -26 | 0 | -0.4 | -11 | 9 | -2
Cc1ccc(/C=N/NC(=O)Cn2cnc3ccccc32)cc1 | -9 | 1 | 4 | -5 | -0.1 | 11 | -2 | -0.6 | 15 | -18 | -5
COc1ccc(N(CN2C(=O)c3ccccc3C2=O)C(=O)COc2ccc(Cl)cc2Cl)cc1 | -14 | -1 | -15 | -3 | -0.1 | 14 | 0 | -1.1 | 5 | 0 | -4
COc1ccc(CCn2c(=N)c(C(=O)NCc3ccco3)cc3c(=O)n4ccccc4nc32)cc1 | 2 | 3 | 34 | 35 | 2.4 | -36 | 46 | -1.7 | 45 | 3 | -8
C=CC[C@H](CC(=O)NCCO)C(=O)N[C@H](COC(=O)[C@@H](CC=C)CC(=O)OC(C)(C)C)Cc1c[nH]c2ccccc12 | 8 | . | 4 | -8 | 0.2 | 12 | -14 | -3.3 | -11 | 5 | -5
CSCCC(NS(=O)(=O)c1ccccc1F)C(=O)Nc1ccncc1 (configuration not stated) | -4 | 4 | 15 | 9 | 0.1 | 5 | -1 | -0.4 | 15 | -1 | -3
CC1(C)CC(=O)C2=C(C1)NC(=O)CC2c1ccccc1F (configuration not stated) | -13 | -3 | 0 | 13 | -0.3 | 19 | 0 | 1.9 | -1 | -4 | .
Cc1cccc(C(=O)N2CCc3ccccc3C2)c1[N+](=O)[O-] | 6 | 1 | 2 | -6 | -0.4 | 4 | 1 | -1.3 | 11 | -18 | -1
Cc1ccc(CCN2CC(C(=O)NCCCN(C)Cc3ccccc3)CC2=O)cc1 (configuration not stated) | 10 | 2 | -4 | -2 | -0.1 | 15 | 1 | 1.3 | 1 | 13 | .
CCN1C(=O)/C(=c2\o/c(=C3\C=Cc4ccccc4N3CC)c(=O)n2CC)SC1=S | 21 | . | -3 | 13 | -0.3 | -7 | -1 | -0.5 | 16 | 2 | .
COc1ccc(N(CC(=O)NC(C)(C)C)C(=O)CCC(=O)Nc2nccs2)cc1 | -13 | 0 | 2 | 6 | 0.0 | 0 | -4 | 1.5 | -3 | -11 | -5
OC[C@@H]1CN(Cc2ccc3c(c2)OCO3)C[C@H](n2cnc3c(N4CCOCC4)ncnc32)O1 | 0 | . | -3 | . | -0.3 | 11 | 3 | 1.5 | 8 | -5 | -10
CC1(C)CC(=O)C=C(c2n[nH]nc2-c2ccc(F)c(F)c2)C1 | 7 | . | -3 | . | 0.0 | -5 | -1 | -0.7 | 14 | -5 | -6
N#CCCN1CCN(C(=S)c2ccc(-c3ccc(Cl)cc3)o2)CC1 | -3 | -2 | 2 | -53 | 0.0 | -96 | -3 | -2.2 | -42 | -11 | .
C[C@H](CO)N1C[C@H](C)[C@@H](CN(C)C(=O)Nc2ccccc2)Oc2ccc(NS(=O)(=O)c3cn(C)cn3)cc2C1=O | 0 | . | -6 | -3 | -0.1 | 11 | 4 | 1.8 | -15 | 20 | -4

Limited to aDG glyco act, for 3 of the compounds above:
mol,aDG glyco act
CC(C)C(=O)Nc1ncc(Cc2ccc(Cl)cc2)s1,0.3
O=C1C(Br)=C(c2ccccc2)C(c2ccccc2)=C1c1ccccc1,-0.5
CSCCC(NS(=O)(=O)c1ccccc1F)C(=O)Nc1ccncc1 (configuration not stated),0.1

New compounds follow:
SMILES | PDI inh | NR2E3 ag-1 | Vif imaging | TRPM1 prom inh | aDG glyco act | HIF-2a block | Granule exo inh | hiPSC survival | Peg3 prom inh | NR2E3 ag-2 | CaV13 ICDI inh
Nc1nnnn1/N=C/c1ccccc1OCc1ccccc1 | -8 | 0 | 12 | -14 | 0.0 | -2 | -4 | 1.1 | 3 | -12 | -5
N#CCCN(CCC#N)C(=S)NC1CC2C=CC1C2 (configuration not stated) | -6 | 8 | -1 | -1 | -0.2 | 15 | -2 | 0.1 | 15 | -7 | -4
CN(C)S(=O)(=O)c1ccc(Cl)c(NC(=O)CN2CCCCCC2)c1 | 0 | -1 | 6 | -6 | -0.3 | 13 | -2 | 0.8 | 2 | 9 | -3
COc1ccccc1C(=O)Nc1ccc2c(c1)nc(CN1CCN(C(C)=O)CC1)n2C | -4 | -2 | ? | -15 | -0.2 | -119 | -2 | -1.2 | -83 | -23 | -4
CCc1ccc([C@H]2C(C(=O)O)=C[C@@H](CC)N2S(=O)(=O)c2ccc(C)cc2)cc1 | -7 | . | -7 | 2 | 0.1 | 9 | 2 | -0.7 | 0 | -19 | -3
O=C(O)C1CCN(C(=O)CSc2nc3cc(Cl)ccc3c(=O)n2Cc2ccccc2)CC1 | -2 | 3 | -9 | 14 | 0.1 | 7 | 7 | 1.0 | 11 | -47 | -3
CCn1nc(C)cc1C(=O)N1CCCC(C(=O)c2ccc(OC)cc2C)C1 (configuration not stated) | -9 | 2 | -3 | 9 | 0.2 | -4 | 2 | -0.7 | 15 | -27 | -6
C=CCn1c(Cc2ccc(OC)cc2)nnc1SCC(=O)NCCc1ccccc1 | -1 | 2 | -8 | 4 | -0.2 | 2 | -1 | 9.5 | -3 | 8 | -4
O=C(CSc1cn(CCNC(=O)c2ccccc2)c2ccccc12)NCC1CCCO1 (configuration not stated) | -3 | -2 | -4 | 11 | 0.2 | 3 | 1 | -0.3 | -1 | 12 | -4
CN(Cc1ccc2nonc2c1)Cc1nc(Cc2cccc(F)c2)no1 | 2 | -1 | -5 | 3 | -0.3 | -3 | 0 | 2.1 | 8 | 10 | -5
CC1(C)CC(=O)CC(C)(C)N1OC(=O)c1ccco1 | 3 | -2 | -18 | 2 | -0.1 | 11 | 2 | -0.3 | -2 | -8 | -6
CN1CCN(S(=O)(=O)c2cc([N+](=O)[O-])ccc2N/N=C/c2ccc(Cl)cc2)CC1 | 2 | 6 | -18 | -9 | -0.1 | 3 | -5 | -0.3 | -2 | -32 | -6
CC1CC(C)CN(S(=O)(=O)c2ccc3c(c2)NC(=O)C(C)C(=O)N3)C1 (configuration not stated) | . | 0 | -10 | . | 2.0 | 31 | -1 | 2.3 | 23 | -30 | 6
CC(=O)Nc1sc2c(c1C(c1ccc(Cl)cc1)N1CCOCC1)CCCC2 (configuration not stated) | -1 | 1 | . | 1 | -0.2 | 18 | 2 | -2.3 | 8 | -21 | .
Cc1cc(SCC(=O)OCC(=O)N(C)c2ccccc2)nc2ccccc12 | 3 | -3 | -10 | 3 | -0.1 | 13 | -5 | -0.3 | 6 | -28 | -6
CC(=O)Oc1ccc2cc(-c3cccnc3)c(=O)oc2c1 | -1 | . | 0 | -3 | 0.2 | -14 | -1 | -1.9 | -12 | -12 | 4
COCCN1Cc2cccc(C(=O)NC(C)CCc3ccco3)c2C1=O (configuration not stated) | 6 | -2 | -5 | 5 | 0.1 | 10 | 1 | -1.5 | 1 | -9 | -6
CC1(c2cccc(Br)c2)NC(=O)N(CC(=O)Nc2ccc3c(c2)OCO3)C1=O (configuration not stated) | -2 | 4 | 14 | -7 | 0.1 | 1 | 16 | 0.4 | 5 | -22 | -16
Cc1ccc(C)n1NC(=O)c1ccc(Cl)cc1 | 11 | -3 | 11 | 10 | -0.2 | 9 | -3 | 1.0 | -7 | -13 | .
CCOC(=O)c1c(NC(=O)CC)sc(C(C)=O)c1C | -4 | 2 | 3 | -5 | 0.1 | -11 | 2 | -2.3 | 12 | -6 | -6
CSc1cc(C)[nH]c(=O)n1 | -3 | -2 | -2 | 2 | 0.2 | 13 | -1 | -0.4 | 9 | -6 | -18
CCOC(=O)c1ccc(N2C(=O)C(O)=C(C(C)=O)C2c2ccc([N+](=O)[O-])cc2)cc1 (configuration not stated) | -4 | 6 | 0 | -2 | -0.1 | 5 | 10 | 0.1 | 3 | -20 | -5
CCN(CC(=O)Nc1c(F)cccc1F)C(=O)c1ccc2c(c1)OCCO2 | -10 | 9 | 28 | -7 | 0.0 | -40 | -2 | 1.4 | -18 | 2 | .
Cc1cccc(C)c1OCC(=O)N(Cc1ccc(N(C)C)cc1)C1CCS(=O)(=O)C1 (configuration not stated) | -2 | -1 | -1 | 4 | 0.1 | 23 | -3 | -0.1 | 20 | 13 | -3
CC(C)OC(=O)C(C)Nc1ccc(F)c(Cl)c1 (configuration not stated) | -6 | -1 | -20 | -2 | 0.0 | 12 | -9 | -0.7 | 18 | 13 | -5
COc1cc(C)ccc1OCC(=O)OCC(=O)c1[nH]c(C)c(C(C)=O)c1C | -1 | . | 8 | -10 | 0.3 | 18 | -8 | -3.4 | 5 | -19 | -7
Cc1nc(SCc2nc3ccccc3[nH]2)c2oc3ccccc3c2n1 | -13 | -1 | -23 | 10 | 0.4 | 14 | -5 | 0.7 | 14 | 18 | -5
